# PGC1a acetyl inh – lowers PGC1a acetylation signal in U2OS cells; inhibition, % at 15.6 µM; actives 0.17% (n = 350,000); AlphaScreen anti-acetyl-lysine; with virally co-expressed GCN5 acetyltransferase;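 active = every replicate shows inhibition of at least 40%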;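 also: 0% = neutral control wells and 100% = positive control wells; some results beyond the cut were filed as inactive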
# ERAP1 HTS inh – blocks human ERAP1 aminopeptidase activity | Q9NZ08 | recombinant ERAP1, Leu-AMC fluorescence, 60 min | inhibition, % at 10.7 µM | actives 0.15% (n = 340,000) | AID 652197;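 active = mean replicate inhibition of at least 30%, or all replicates individually reaching that 30% level; inactive = mean below 30% and not every replicate reaching it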;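 also: 0% = neutral control wells and 100% = L-leucinethiol positive control wells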
# RAD52 anneal inh – inhibitors of human RAD52 DNA annealing; P43351; inhibition, % at 18.7 µM; recombinant RAD52 DNA annealing, FRET fluorescence; AID 651710; actives 0.46% (n = 360,000);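 active = every replicate showing at least 50% inhibition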
# Target sequence (P43351 whole entry, looked up): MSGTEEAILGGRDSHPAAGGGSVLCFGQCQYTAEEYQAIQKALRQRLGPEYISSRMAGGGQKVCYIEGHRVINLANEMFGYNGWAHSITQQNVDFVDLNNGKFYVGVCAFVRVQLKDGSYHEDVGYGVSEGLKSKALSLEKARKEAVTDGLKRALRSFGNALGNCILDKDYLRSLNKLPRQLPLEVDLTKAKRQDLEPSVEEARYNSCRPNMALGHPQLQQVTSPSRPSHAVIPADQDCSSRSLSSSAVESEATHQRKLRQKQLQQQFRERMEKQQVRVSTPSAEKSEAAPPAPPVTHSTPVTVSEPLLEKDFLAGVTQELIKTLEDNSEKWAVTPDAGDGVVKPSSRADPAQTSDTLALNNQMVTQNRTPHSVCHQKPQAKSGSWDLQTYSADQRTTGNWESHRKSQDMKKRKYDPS
# E-sel inducer – induces E-selectin expression in human endothelial cells; actives 0.37% (n = 260,000); AID 686992; P16581; HUVEC E-selectin immunofluorescence imaging; normalized: neutral wells 0, TNF-alpha wells 100; activation, % at 7.58 µM;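 active = mean E-selectin-positive cell signal at least 10% of the positive control, reached in at least 60% of replicates, without over 20% cell loss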;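 also: in these data hits start at about 27%; measured in HUVEC primary endothelial cells; signal is the percent of cells scored E-selectin positive by PE staining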
# Target sequence (P16581 whole entry, looked up): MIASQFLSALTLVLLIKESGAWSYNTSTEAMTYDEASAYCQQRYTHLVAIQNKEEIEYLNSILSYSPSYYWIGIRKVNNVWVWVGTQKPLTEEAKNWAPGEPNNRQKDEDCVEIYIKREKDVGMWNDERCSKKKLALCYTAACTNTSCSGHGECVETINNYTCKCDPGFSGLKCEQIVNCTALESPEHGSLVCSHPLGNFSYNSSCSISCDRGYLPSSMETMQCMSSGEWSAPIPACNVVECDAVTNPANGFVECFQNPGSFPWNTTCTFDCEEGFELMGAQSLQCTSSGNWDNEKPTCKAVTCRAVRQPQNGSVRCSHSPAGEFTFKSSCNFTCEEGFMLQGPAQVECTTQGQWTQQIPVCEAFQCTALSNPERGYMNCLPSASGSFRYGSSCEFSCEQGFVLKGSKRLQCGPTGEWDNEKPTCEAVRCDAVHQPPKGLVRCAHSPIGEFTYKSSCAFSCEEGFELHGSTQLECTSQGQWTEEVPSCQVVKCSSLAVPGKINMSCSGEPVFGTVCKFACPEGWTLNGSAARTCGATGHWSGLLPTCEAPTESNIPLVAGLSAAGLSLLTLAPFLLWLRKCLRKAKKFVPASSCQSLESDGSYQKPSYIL
#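 Test system – human umbilical vein endothelial cells (HUVEC), E-selectin induction · Input – 3,000 HUVEC seeded per well · Buffer or medium – EGM-2, gelatin · Compound dosing – single-point compound dose · Detection – immunofluorescence imaging · Measure – percent E-selectin-positive cells · Controls – TNF-alpha high, DMSO low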
# PglD DTNB – inhibitors of Campylobacter jejuni PglD acetyltransferase; purified PglD enzyme, DTNB colorimetric CoA detection; inhibition, % at 12.5 µM; actives 0.098% (n = 360,000); AID 602405; in the data active = inhibition above about 16%, passing the limit was not always enough; also: strong numbers were not always called active
# RAD54 inh – blocks human RAD54 Holliday junction branch migration; FAM/BHQ fluorescence; inhibition, % at 10.4 µM; actives 0.14% (n = 360,000); AID 602329;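 active = mean normalized replicate activity at least 40 and at least half of replicates scoring 40 or more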;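 also: 0% = median of neutral control wells and 100% = median of positive control wells; inhibitors cause a drop in the FAM fluorescence signal; in these data hits start at about 50%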
# Cneo AK release – causes C. neoformans cell lysis; lysis activity, % at 15 µM; adenylate kinase release luminescence, 4 h; normalised: neutral wells 0, clomiphene wells 100; AID 651654; actives 0.2% (n = 360,000);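 active = mean lysis activity across replicates of at least 80%, whatever share of replicates individually reach that level; inactive = mean lysis activity below 80%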
#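 Assay system: C. neoformans cells. Amount: yeast cell density of 5 × 10^6 cells/mL. Technique: AK luminescence. Buffer or medium: YPD. Times: static 4 h at 37 °C with compound, 1 h detection. Dosing: single-point compound dose. Read-out: lysis from increased AK signal.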
# miR122 inh – inhibitors of miR-122 in Huh7 cells | Huh7 miR-122 Renilla luciferase sensor, 48 h; neutral wells = 0, positive control = 100 | actives 0.3% (n = 340,000) | activation (reporter increase), % at 12.5 µM;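 active = mean replicate activation score at least 90 and every replicate individually at or above 90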;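 also: higher luciferase means less miR-122 activity so hits act as miR-122 inhibitors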
# Starred values were filed as active, the others as inactive; . = not tested or not shown; & = joins results of further samples; [ ] = dose if it differs, or a comment.
SMILES,PGC1a acetyl inh,ERAP1 HTS inh,RAD52 anneal inh,E-sel inducer,PglD DTNB,RAD54 inh,Cneo AK release,miR122 inh
O=C(Nc1ccc(F)cc1)N1CCCCN2[C@@H](CO)[C@@H](c3ccc(-c4cccc(F)c4)cc3)[C@@H]2C1,-18,0,31,0.3,0,20,8,-25[16.7 µM]
COc1ccc(CNC(=O)C(C)OC(=O)CO/N=C(\C)c2ccc3c(c2)OCO3)cc1 (configuration not stated),-9,-5,-7,-0.6,0,-2,-2,1
NS(=O)(=O)c1cc(C(=O)NNC(=O)c2ccc3c(c2)OCO3)ccc1Cl,12,-1,-10,-0.1,1,-3,0,-5
C[C@@H]1CN([C@@H](C)CO)C(=O)c2c(c3ccccc3n2C)-c2ccccc2CO[C@@H]1CN(C)C(=O)c1ccncc1,-24,0,7,-0.3,0,3,-2,.
CCOC(=O)[C@@H]1[C@H]2COc3ccc(Br)cc3[C@@H]2N2C(=O)N(c3ccc(C)cc3)C(=O)[C@]12C,.,4,-9,.,-1,0,3,.
COc1ccccc1N(Cc1ccccc1)S(=O)(=O)c1cccc(C(=O)Nc2ccc(C(C)=O)cc2)c1,-4,.,.,.,-6,3,1,9
CCC(=O)NC(=S)Nc1ccc(NC(=O)COc2ccc(Cl)cc2Cl)cc1,-32,-1,-28,.,5,1,7,0
C[C@@H]1CN([C@@H](C)CO)C(=O)c2cccc(NC(=O)Nc3ccccc3)c2O[C@@H]1CN(C)Cc1ccc(C(=O)O)cc1,-1,1,5,0.4,0,0,3,-9[16.7 µM]
CCN(CC)C(=O)CSc1nnc(-c2cc3ccccc3cc2O)n1CC,-13,.,.,.,-8,0,2,11
O=C(C1=C[C@@H](c2ccc(C(F)(F)F)cc2)C[C@@H](OCc2ccc(CO)cc2)O1)N1CCCC1,-33,0,-9,.,.,.,-12,.
CC(=O)Nc1cccc(-c2cc(N3CCN(CCO)CC3)n3nccc3n2)c1,.,-2,57*,4.8,6,-3,3,.
C[C@H]1CCCCO[C@@H](CN(C)Cc2ccncc2)[C@@H](C)CN([C@@H](C)CO)C(=O)c2cc(NC(=O)c3ccccc3)ccc2O1,3,-4,2,0.0,1,0,1,-10[16.7 µM]
CC(=O)Nc1ccc(S(=O)(=O)NCCc2c[nH]c3ccc(C)cc23)cc1,.,-3,-11,.,-4,-6,0,15
COc1cc2c(cc1OC)CN(C(=O)CCOc1ccccc1)CC2,.,0,-1,.,3,1,0,.
CCOc1ccc(OCc2ccc(C(=O)NCC3CCCO3)o2)cc1 (configuration not stated),.,.,.,.,0,-1,0,-7
Cc1cccc(/C=N/NC(=O)c2cc(-c3cccnc3)nc3ccccc23)c1,-3,8,-377,0.5,-6,6,5,1
O=C(CN1CCCCC1)N/N=C/c1cc2ccccc2nc1Cl,6,2,-1,.,6,12,2,-8
CO[C@@H]1CN(C)C(=O)c2cc(NC(=O)C3CC3)ccc2OC[C@@H](C)N(CC2CCOCC2)C[C@@H]1C,-10,3,16,-0.1,4,1,-16,.
Cc1ccc(S(=O)(=O)NC2CC(=O)N(c3ccc4c(c3)OCCO4)C2)cc1 (configuration not stated),.,1,-4,.,-1,-7,0,.
CCc1ccc(NC(=O)CN2CCc3ccccc3C2)cc1,.,.,.,.,-4,-3,-2,265*

# Full records, looked up by structure.
# CCOC(=O)[C@@H]1[C@H]2COc3ccc(Br)cc3[C@@H]2N2C(=O)N(c3ccc(C)cc3)C(=O)[C@]12C as listed: PGC1a acetyl inh: .; ERAP1 HTS inh: 4; RAD52 anneal inh: -9; E-sel inducer: .; PglD DTNB: -1; RAD54 inh: 0; Cneo AK release: 3; miR122 inh: .
# O=C(C1=C[C@@H](c2ccc(C(F)(F)F)cc2)C[C@@H](OCc2ccc(CO)cc2)O1)N1CCCC1 as listed: PGC1a acetyl inh: -33; ERAP1 HTS inh: 0; RAD52 anneal inh: -9; E-sel inducer: .; PglD DTNB: .; RAD54 inh: .; Cneo AK release: -12; miR122 inh: .

# The main list resumes, repeating the three entries before the break.
SMILES,PGC1a acetyl inh,ERAP1 HTS inh,RAD52 anneal inh,E-sel inducer,PglD DTNB,RAD54 inh,Cneo AK release,miR122 inh
CO[C@@H]1CN(C)C(=O)c2cc(NC(=O)C3CC3)ccc2OC[C@@H](C)N(CC2CCOCC2)C[C@@H]1C,-10,3,16,-0.1,4,1,-16,.
Cc1ccc(S(=O)(=O)NC2CC(=O)N(c3ccc4c(c3)OCCO4)C2)cc1 (configuration not stated),.,1,-4,.,-1,-7,0,.
CCc1ccc(NC(=O)CN2CCc3ccccc3C2)cc1,.,.,.,.,-4,-3,-2,265*
C[C@H]1CN([C@@H](C)CO)C(=O)CCCn2nncc2CO[C@@H]1CN(C)S(=O)(=O)c1cccc(C#N)c1,4&6,-1&-2,-4&4,-0.1&0.2,-4&-1,-10&-4,-2&2,-6
COc1ccc(CCNC(=O)CSc2nnc3ccc(-c4cccnc4)nn23)cc1OC,1,6,1,.,2,-5,5,-2
C[C@@H]1CN([C@@H](C)CO)S(=O)(=O)c2ccc(C#CC3CC3)cc2O[C@@H]1CN(C)C(=O)CN(C)C,-1,1,-4,0.1,-1,9,3,-25[16.7 µM]
CCCOc1cc2c(C#N)c(N3CCCC3)nc(N)c2c(N)n1,6,5,5,-0.1,-4,-9,7,-1
C[C@@H]1CN([C@H](C)CO)C(=O)Cc2cc(NC(=O)Cn3cnnn3)ccc2O[C@@H]1CN(C)Cc1ccc2c(c1)OCO2,0,-2,4,.,0,-1,-2,4[16.7 µM]
c1ccc(C(c2ccccc2)c2noc(CN3CCN(CC4CC4)CC3)n2)cc1,.,-4,4,3.3,-3,-3,2,-2
N#C[C@H]1[C@H](c2ccc(-c3ccccc3F)cc2)[C@H](CO)N1C(=O)C1CCC1,-21,-1,-33,-0.4,0,-19,45,.
O=C(N[C@@H]1CC[C@@H](CCn2cc(-c3ccccn3)nn2)O[C@@H]1CO)c1ccccc1,10,1,-2,0.3,3,-8,-3,.
CN1CCN(C(=O)C[C@H]2CC[C@H]3[C@@H](COC[C@H](O)CN3C(=O)C3CC3)O2)CC1,1,2,2,0.0,0,4,-2,1[16.7 µM]
O=C(CNC(=O)c1ccc(Cl)cc1)OCCCOC(=O)CNC(=O)c1ccc(Cl)cc1,0,3,1,.,-1,-23,-1,-5
O=C(N[C@@H]1CC[C@@H](CCn2cc(C3CCCC3)nn2)O[C@@H]1CO)c1cccnc1,-5,-2,-19,-0.1,.,.,.,.
C[C@@H]1CN([C@@H](C)CO)C(=O)c2cc(C#Cc3ccccc3)cnc2O[C@H]1CN(C)C(=O)CCN1CCCCC1,-7,-2,13,0.1,4,14,3,-7[16.7 µM]
c1ccc(CCNc2cnccn2)cc1,-6,-2,-15,0.0,6,9,-2,-1
O=C(Nc1cccc(F)c1)N1CCCCN2[C@H](CO)[C@H](c3ccc(C#CC4CC4)cc3)[C@H]2C1,-33,1,-4,0.0,0,7,0,-11[16.7 µM]
CCCCC(=O)NC(Nc1nc(C2CC2)cs1)(C(=O)OCC)C(F)(F)F (configuration not stated),3,.,.,.,3,10,-2,36
COCCN(C[C@@H]1[C@@H](c2ccccc2)[C@H](CO)N1C(=O)C1CCC1)C(C)=O,-5,.,2,0.1,-3,2,9,-108[16.7 µM]
CC(C)(C)N1CC(C(=O)O)CC1=O (configuration not stated),-2,3,-7,.,-4,0,-3,0
CCCC1OC(c2ccco2)OCC1CC (configuration not stated),-22,1,-11,-0.1,-3,-3,0,-9
COc1ccc(CC(=O)NNC(=O)c2cc(Cl)ccc2OC)cc1,-18,0,-2,0.2,1,5,-2,-4
COc1ccccc1N1CCN(C(c2cccs2)C(C)NC(=O)c2cccnc2)CC1 (configuration not stated),-14,5,-4,-0.1,4,-11,-1,-8
C/C(=N\NC(=O)C(N)=O)c1cccc(C(F)(F)F)c1,8,11,-15,.,4,2,-1,-5
CCCC(=O)Nc1ccc2c(c1)C(=O)N(C)[C@H]1CC[C@H](CC(=O)N3CCCCC3)O[C@H]1CO2,4,-5,0,-0.1,4,8,-1,27[16.7 µM]
C[C@@H]1CN([C@H](C)CO)C(=O)c2cc(NC(=O)Nc3ccccc3)ccc2O[C@@H](C)CCCCO[C@@H]1CN(C)Cc1ccc2c(c1)OCO2,-17,0,41,-0.2,-1,-6,4,3[16.7 µM]
O=C(N1CCCCC1)C12CC3CC(C1)CC(C(=O)N1CCCCC1)(C3)C2,-35,.,.,.,12,-5,-1,9
CC(C)CC(=O)N(c1nnc(-c2cccnc2)s1)C1CCCC1,.,0,-5,0.3,-5,-9,0,.
O=C(C[C@@H]1C[C@H]2c3cc(NC(=O)c4cccnc4)ccc3O[C@H]2[C@H](CO)O1)NCC(F)(F)F,5,1,-3,-0.3,1,-5,-1,3[16.7 µM]
C[C@@H]1CN([C@@H](C)CO)S(=O)(=O)c2ccc(C#C[C@@H](C)O)cc2O[C@H]1CN(C)C(=O)CN(C)C,15,-1,-7,0.2,1,-2,2,-5[16.7 µM]
CCCc1nc2ccc(Cl)cn2c1Cc1ccc(C)cc1,0,-2,-25,0.1,0,4,13,5
Cc1ccc(C(=O)N2CCN(Cc3ccccc3)CC2)o1,.,-2,-24,-0.2,2,-3,3,.
COc1ccccc1N1CCN(C(=O)c2ccc(C(C)(C)C)cc2)CC1,-9,.,.,.,5,4,2,5
COc1ccc(S(=O)(=O)N(C)C[C@@H]2Oc3c(NC(=O)C4CCOCC4)cccc3C(=O)N([C@H](C)CO)C[C@@H]2C)cc1,7,1,1,0.0,-3,-1,55,3[16.7 µM]
O=C(c1ccc2c(c1)C(=O)N(CCCO)C2=O)c1ccc2c(c1)C(=O)N(CCCO)C2=O,-9,.,.,.,0,0,2,4
CCCC(C)NC(=O)COc1ccc(S(=O)(=O)c2ccc(OCC(=O)NC(C)CCC)cc2)cc1 (configuration not stated),-1,.,.,.,-3,10,3,-5
COc1ccccc1-c1ccc2n(c1=O)C[C@H]1[C@H](CO)[C@@H](C(=O)NCC3CC3)N(S(C)(=O)=O)[C@@H]21,.,1,0,-0.3,4,0,0,.
CCCNC(=S)NNC(=O)c1cc(-c2cccnc2)nc2ccccc12,-9,-2,-5,-0.7,-3,-4,-15,13
Cc1ccccc1C(=O)Oc1ccc(-c2csnn2)cc1,3,1,-13,-0.1,0,6,2,-4
COc1ccc(CN(C)C(=O)c2ccc(NC(=O)CC3SC(N4CCCCC4)=NC3=O)cc2)c(OC)c1 (configuration not stated),.,1,-38,.,6,-3,-1,.
Cc1ccc(Cl)cc1N1CCN(CC(O)COC(C)C)CC1 (configuration not stated),-3,7,3,.,.,.,.,10
C[C@@H]1CN([C@@H](C)CO)C(=O)c2cc(N(C)C)ccc2O[C@@H](C)CCCCO[C@@H]1CN(C)C(=O)Cc1ccccc1,-4,3,-4,-0.1,-2,-2,-7,-1[16.7 µM]
CC1(C(=O)O)CCC(C(=O)Nc2ccc(S(N)(=O)=O)cc2)C1(C)C (configuration not stated),-5,.,.,.,-7,-2,4,-4
COC(=O)CSc1nc(C2CC2)cc(C(F)(F)F)c1C#N,13,.,.,.,0,11,1,4
Cc1cc(N/N=C/c2cccc(Br)c2)nc2ccccc12,-7,.,.,.,-6,6,-2,21
COc1ccc(-c2nc(N)n[nH]2)cc1OC,-4,.,.,.,-1,-10,-1,0
CC1Cc2ccccc2N1C(=O)Cn1cc([N+](=O)[O-])ccc1=O (configuration not stated),22,0,-10,0.6,.,.,.,-3
C/C=C/C=C\C(=O)Nc1cccc(C2=NOC3(C2)C[C@H](C(N)=O)N(C(=O)CC#N)C3)c1 (some centres not stated),-10,-3,-47,0.3,3,-7,1,0
Cc1ccc(NC(=O)CSc2nc(=O)n3cc(C)ccc3n2)c(C)c1,1,6,-8,-0.2,1,-10,-3,-6
Cc1c(Cl)cccc1NC(=O)c1cccc(NC(=O)CCC(=O)O)c1,-7,.,.,.,4,-10,31,-2
